Screening data from PubChem.
mIAP inh – mouse IAP inhibition; purified mouse IAP, CDP-Star luminescence, 30 min; inhibition, % at 10 µM; actives 0.2% (n = 330,000); AID 2806;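 active = inhibition of at least 40% at 10 µM in the primary screen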;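 also: plate controls were DMSO with enzyme for no effect and no enzyme wells for full effect; values of inactives mirror those of a sister screen read the other way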
hIAP block – human IAP inhibition | P09923 | purified IAP, CDP-Star luminescence, 30 min | inhibition, % at 10 µM | actives 0.12% (n = 330,000) | AID 2544;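 active = inhibition reaching a set limit with compound at 10 µM in the primary screen, cut at about 35% in these data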;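 also: plate controls were DMSO wells with enzyme for no effect and no-enzyme buffer wells for full effect; values of inactives mirror those of a sister screen read the other way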
Target sequence (P09923 whole entry, looked up): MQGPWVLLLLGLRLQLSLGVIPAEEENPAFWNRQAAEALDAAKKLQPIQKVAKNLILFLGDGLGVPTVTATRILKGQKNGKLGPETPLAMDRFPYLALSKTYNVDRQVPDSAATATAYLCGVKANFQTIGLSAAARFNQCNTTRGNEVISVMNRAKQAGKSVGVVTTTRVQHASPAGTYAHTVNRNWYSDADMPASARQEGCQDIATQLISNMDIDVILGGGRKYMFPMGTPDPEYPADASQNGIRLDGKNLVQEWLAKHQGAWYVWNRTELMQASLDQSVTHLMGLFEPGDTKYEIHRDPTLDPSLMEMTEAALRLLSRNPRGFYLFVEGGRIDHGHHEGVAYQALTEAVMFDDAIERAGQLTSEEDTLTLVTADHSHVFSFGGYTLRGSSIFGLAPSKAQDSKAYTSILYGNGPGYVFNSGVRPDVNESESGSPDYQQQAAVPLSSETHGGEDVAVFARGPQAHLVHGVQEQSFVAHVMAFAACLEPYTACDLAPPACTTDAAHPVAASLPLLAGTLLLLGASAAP
hIAP activ – human IAP activation. actives 0.16% (n = 330,000). purified human IAP, CDP-Star luminescence, 30 min; stronger effect = higher value; 1 = vehicle-only enzyme, 0 = enzyme-free background. P09923. activation factor at 10 µM;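 active = activation factor of the enzyme at least 2-fold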; also: the source names both 10 and 20 µM as test concentration; values of inactives mirror those of a sister screen read the other way
A3A deaminase – inhibitors of human APOBEC3A DNA deaminase; P31941; recombinant A3A, FAM/TAMRA ssDNA deamination fluorescence; inhibition, % at 20 µM; actives 0.41% (n = 330,000); AID 493011;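 active = at least 40% inhibition at 20 µM here, with at most 30% in a related deaminase screen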;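 also: plate controls were A3A with DMSO for no effect and wells lacking A3A enzyme for full effect; some results filed as inactive read as strong as hits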
mIAP act – increases mouse intestinal alkaline phosphatase activity; activation factor at 10 µM; muIAP, CDP-Star luminescence, 30 min; stronger effect = higher value; 1 = vehicle-only enzyme signal, 0 = enzyme-free wells; actives 0.24% (n = 330,000);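 active = activation factor of at least 2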; also: the source names both 10 and 20 µM as test concentration; values of inactives mirror those of a sister screen read the other way
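Assay system: mouse IAP enzyme; Reagent: CDP-Star chemiluminescent phosphatase substrate; Compound: DMSO-dissolved test compounds; Incubation: 30 min, room temperature; Technique: luminescence from enzymatic CDP-Star hydrolysis; Controls: DMSO-only wells and no-enzyme negative control.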
APOBEC3G inh – blocks human APOBEC3G single-stranded DNA deamination; recombinant A3G, ssDNA deamination FAM/TAMRA fluorescence; inhibition, % at 20 µM; actives 0.28% (n = 330,000);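 active = inhibition of at least 40% at 20 µM, with no more than 30% in the related APOBEC3A deaminase screen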;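 also: plate controls were DMSO wells with A3G for no effect and wells lacking A3G enzyme for full effect; some compounds called inactive have numbers as strong as hits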
Target sequence (Q9HC16 whole entry, looked up): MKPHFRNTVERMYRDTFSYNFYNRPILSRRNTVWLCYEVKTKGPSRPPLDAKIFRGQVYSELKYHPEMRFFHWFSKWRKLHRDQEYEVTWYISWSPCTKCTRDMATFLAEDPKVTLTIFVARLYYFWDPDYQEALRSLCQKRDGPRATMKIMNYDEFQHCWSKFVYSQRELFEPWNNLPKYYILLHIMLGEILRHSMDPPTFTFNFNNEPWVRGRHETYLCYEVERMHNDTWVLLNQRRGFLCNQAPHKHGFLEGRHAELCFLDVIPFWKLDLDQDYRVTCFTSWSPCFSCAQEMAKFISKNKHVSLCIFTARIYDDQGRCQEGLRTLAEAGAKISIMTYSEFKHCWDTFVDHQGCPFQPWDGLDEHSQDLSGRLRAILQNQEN
NALP3 yeast inh – blocks the NALP3 inflammasome reconstituted in yeast | Yeast reconstituted NLRP3/ASC/caspase-1, beta-gal luminescence, 24 h | inhibition, % at 10 µM | actives 0.39% (n = 330,000) | AID 2825;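 active = inhibition of 50% or more; inactive = inhibition below 50%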;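 also: plate controls were induced DMSO wells for no effect and uninduced yeast grown without galactose for full effect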
SENP1 inh – blocks the human SENP1 SUMO protease catalytic domain. Q9P0U3. recombinant SENP1 catalytic domain, CyPet-SUMO1-YPet FRET cleavage. inhibition, % at 10 µM. actives 0.21% (n = 360,000). AID 624204;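 active = inhibition at least 30% at 10 µM, raw YFP signal under a set limit, fluorescence ratio 0.5 to 1.5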;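 also: 0% = enzyme with DMSO and 100% = no enzyme wells; some results filed as inactive read as strong as hits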
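material = recombinant human SENP1 catalytic domain, His6-tagged | quantity = 20 pM enzyme | reagent = 25 nM SUMO1 FRET substrate | compound dosing = 10 µM single point, 0.5% DMSO | timing = 50 min enzyme reaction, room temperature, light-protected | detection = FRET, CFP and YFP emission | control set = no-enzyme low, enzyme-DMSO high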
beta cell repl – MIN6 beta-cell proliferation induction; MIN6 cells proliferation, ATPlite luminescence, 48 h; cells starved in 0.2% serum; 100% = growth in 10% serum; proliferation, % at 10 µM; actives 0.29% (n = 330,000);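 active = compounds whose signal lies at least 3.5 SD above the mean of all wells on their plate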;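 also: 0% = DMSO-treated cells in low-serum medium and 100% = 10% serum control; some compounds called inactive have numbers as strong as hits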
Active calls of the source: *; . = not tested or not shown.

A first look:
SMILES	mIAP inh	hIAP block	hIAP activ	A3A deaminase	mIAP act	APOBEC3G inh	NALP3 yeast inh	SENP1 inh	beta cell repl
CC(=O)N1c2c(ccc3ccccc23)C(C)CC12CCCCC2 (configuration not stated)	-4	11	0.89	-15	1	-7	3	2	2
CC(C)(C)OC(=O)NCCCC[C@@H](C(=O)NCCCCCCCCCCC(=O)N1CCN(C(=O)OC(C)(C)C)CC1)n1cc(CCCC(=O)O)nn1	0	13	0.87	-3	0.99	-6	14	1	0

The whole of this part, previewed entries included:
SMILES	mIAP inh	hIAP block	hIAP activ	A3A deaminase	mIAP act	APOBEC3G inh	NALP3 yeast inh	SENP1 inh	beta cell repl
CC(=O)N1c2c(ccc3ccccc23)C(C)CC12CCCCC2 (configuration not stated)	-4	11	0.89	-15	1	-7	3	2	2
CC(C)(C)OC(=O)NCCCC[C@@H](C(=O)NCCCCCCCCCCC(=O)N1CCN(C(=O)OC(C)(C)C)CC1)n1cc(CCCC(=O)O)nn1	0	13	0.87	-3	0.99	-6	14	1	0
CC(=O)Nc1ccc(S(=O)(=O)Oc2ccc(N3C(=O)C4CCCCC4C3=O)cc2)cc1 (configuration not stated)	10	4	0.96	1	0.9	1	-1	3	-1
O=C(NCc1ccco1)c1ccc(Cn2c(=O)c3ccccc3n(Cc3cccc(Cl)c3)c2=O)cc1	-1	-10	1.1	2	1	-1	5	1	-3
Cc1cc(OCC(=O)N[C@@H](CSCc2ccccc2)C(=O)O)c2c(C)c(C)c(=O)oc2c1	2	9	0.91	1	0.97	-6	12	0	5
CCCCOc1cccc(C(=O)Nc2ccc(NC(=O)c3ccco3)cc2)c1	-1	11	0.89	0	1	-11	1	-1	-3
CN1C(=S)SC(/[N+]([O-])=C\c2ccc(Cl)cc2)C1(C)C (configuration not stated)	11	-8	1.1	2	0.89	-1	31	2	0
CCOC(=O)Cn1c(C)nc2c(C(=O)OCC)sc(C)c2c1=O	3	-7	1.1	0	0.97	-5	8	2	-1
CCOC(=O)C1CCCN(S(=O)(=O)c2ccc3c4c2CC(=O)N4CC(C)S3)C1 (configuration not stated)	11	22	0.78	-1	0.89	-3	18	-2	-6
COc1ccc(C(=O)OCC(=O)Nc2ccc3c(c2)OCCO3)c(OC)c1	1	6	0.94	-1	0.99	-6	28	2	-3
COc1cccc(OC)c1C(=O)N1CCN(Cc2ccc3c(c2)OCO3)CC1	1	1	0.99	-1	0.99	-2	18	0	-3
Cc1ccccc1NS(=O)(=O)c1cc2c(cc1C)N(C)CCO2	9	8	0.92	-7	0.91	-7	6	2	2
Cc1ccc(-c2nc3ccccc3c(=O)n2O)cc1	6	-21	1.2	-3	0.94	-8	48	3	-2
CCOC(=O)N1CCN(C(=O)C2CCN(Cc3cccc(OCc4ccccc4)c3)CC2)CC1	4	-12	1.1	0	0.96	1	1	3	0
O=C(/C=C/c1ncc(C(F)(F)F)cc1Cl)OCc1ccccc1	12	8	0.92	-1	0.89	-5	7	2	-2
O=C1COc2cccnc2N1	-2	-19	1.2	-2	1	-2	-4	0	-2
CCC(C)(C)C1CCc2[nH]nc(C(=O)N/N=C(\C)c3ccco3)c2C1 (configuration not stated)	2	-110	2.1*	-4	0.98	-8	-6	0	-6
O=C(CN(C(=O)CCC(=O)Nc1nccs1)c1ccccc1F)NCc1ccc2c(c1)OCO2	4	-9	1.1	-5	0.96	-10	10	1	9
COc1ccc(C2(CNC(=O)c3ccccc3)CCOCC2)cc1	6	11	0.89	-3	0.94	-7	14	1	1
CC(=O)NCCC(=O)Nc1ccc(C)c(F)c1	13	3	0.97	1	0.87	-4	14	1	3

Sorted by molar mass (largest number first): some entries from above
SMILES	mIAP inh	hIAP block	hIAP activ	A3A deaminase	mIAP act	APOBEC3G inh	NALP3 yeast inh	SENP1 inh	beta cell repl
CC(C)(C)OC(=O)NCCCC[C@@H](C(=O)NCCCCCCCCCCC(=O)N1CCN(C(=O)OC(C)(C)C)CC1)n1cc(CCCC(=O)O)nn1	0	13	0.87	-3	0.99	-6	14	1	0
O=C(NCc1ccco1)c1ccc(Cn2c(=O)c3ccccc3n(Cc3cccc(Cl)c3)c2=O)cc1	-1	-10	1.1	2	1	-1	5	1	-3
O=C(CN(C(=O)CCC(=O)Nc1nccs1)c1ccccc1F)NCc1ccc2c(c1)OCO2	4	-9	1.1	-5	0.96	-10	10	1	9
CCOC(=O)N1CCN(C(=O)C2CCN(Cc3cccc(OCc4ccccc4)c3)CC2)CC1	4	-12	1.1	0	0.96	1	1	3	0
Cc1cc(OCC(=O)N[C@@H](CSCc2ccccc2)C(=O)O)c2c(C)c(C)c(=O)oc2c1	2	9	0.91	1	0.97	-6	12	0	5
CC(=O)Nc1ccc(S(=O)(=O)Oc2ccc(N3C(=O)C4CCCCC4C3=O)cc2)cc1 (configuration not stated)	10	4	0.96	1	0.9	1	-1	3	-1
CCOC(=O)C1CCCN(S(=O)(=O)c2ccc3c4c2CC(=O)N4CC(C)S3)C1 (configuration not stated)	11	22	0.78	-1	0.89	-3	18	-2	-6
CCCCOc1cccc(C(=O)Nc2ccc(NC(=O)c3ccco3)cc2)c1	-1	11	0.89	0	1	-11	1	-1	-3
COc1ccc(C(=O)OCC(=O)Nc2ccc3c(c2)OCCO3)c(OC)c1	1	6	0.94	-1	0.99	-6	28	2	-3
CCC(C)(C)C1CCc2[nH]nc(C(=O)N/N=C(\C)c3ccco3)c2C1 (configuration not stated)	2	-110	2.1*	-4	0.98	-8	-6	0	-6
CCOC(=O)Cn1c(C)nc2c(C(=O)OCC)sc(C)c2c1=O	3	-7	1.1	0	0.97	-5	8	2	-1
Cc1ccccc1NS(=O)(=O)c1cc2c(cc1C)N(C)CCO2	9	8	0.92	-7	0.91	-7	6	2	2
COc1ccc(C2(CNC(=O)c3ccccc3)CCOCC2)cc1	6	11	0.89	-3	0.94	-7	14	1	1
CN1C(=S)SC(/[N+]([O-])=C\c2ccc(Cl)cc2)C1(C)C (configuration not stated)	11	-8	1.1	2	0.89	-1	31	2	0
Cc1ccc(-c2nc3ccccc3c(=O)n2O)cc1	6	-21	1.2	-3	0.94	-8	48	3	-2
CC(=O)NCCC(=O)Nc1ccc(C)c(F)c1	13	3	0.97	1	0.87	-4	14	1	3

Remaining list, next part
SMILES	mIAP inh	hIAP block	hIAP activ	A3A deaminase	mIAP act	APOBEC3G inh	NALP3 yeast inh	SENP1 inh	beta cell repl
CCOc1cc(NC(=O)c2ccccc2OC)c(OCC)cc1NC(=O)c1ccccc1	3	26	0.74	-2	0.97	-2	7	-3	0
Cc1c(C)n(C)c2ccc(C(=O)NCCCN3CCCCC3C)cc12 (configuration not stated)	-2	18	0.82	0	1	0	-1	-14	0
Cc1nnc(SCc2cnc(-c3ccc(C(C)C)cc3)s2)n1C	4	0	1	-4	0.96	-2	6	0	-6
O=c1[nH]c2ccccc2nc1C(Nc1ccccc1)c1ccccc1 (configuration not stated)	17	2	0.98	3	0.83	-6	8	-1	-2
CCCc1ccc(OCCNC(=O)CC)cc1	-9	-9	1.1	4	1.1	8	25	-1	-3
O=C(NC1CCCCC1)c1ccc(OC2CCN(Cc3ccccn3)CC2)cc1	-4	-10	1.1	-5	1	-5	17	0	-2
O=C(Nc1ccccc1Cl)C1CCCN(S(=O)(=O)c2cccc3cccnc23)C1 (configuration not stated)	-11	2	0.98	1	1.1	1	10	5	0
COc1ccc(C(=O)Nc2ccc(S(=O)(=O)Nc3nccc(C)n3)cc2)cc1[N+](=O)[O-]	4	2	0.98	-8	0.96	-6	1	-1	-2
CCCCC(=O)OCc1cn(-c2ccc(Cl)cc2)nn1	4	2	0.98	1	0.96	-8	-2	2	-1
Cc1cc(C)cc(NC(=O)N2CCCC2C(=O)Nc2ccc(-n3cnnn3)c(C)c2)c1 (configuration not stated)	-6	-4	1	0	1.1	-2	10	1	-3
O=C(O)c1cccc(CSc2ncccn2)c1	8	-11	1.1	4	0.92	-4	4	0	-2
CC(=O)Nc1ccc(-c2c(C)cc3oc(=O)cc(-c4ccccc4)c3c2C)cc1	5	.	.	0	0.95	-1	.	1	.
CC(=O)c1c(OC(=O)c2ccccc2)c2ccccc2n1C	13	10	0.9	-1	0.87	-3	22	-2	-2
COc1cc2c(cc1OC)C(COc1ccc(F)cc1)NCC2 (configuration not stated)	9	-5	1	-4	0.91	-2	20	5	-4
COc1ccc(N2CCN(CC(=O)Nc3c(C)cc(C)cc3C)CC2)cc1	-2	19	0.81	-4	1	-8	0	8	0
Cc1ccc(CNC(=O)C(=O)NCC2OCCN2S(=O)(=O)c2ccc3c(c2)OCCO3)cc1 (configuration not stated)	5	-8	1.1	-4	0.95	-6	12	0	-1
COC(=O)CCCC(=O)N1CCC(CCC(=O)NC2CC2)CC1	-4	-21	1.2	-1	1	-6	2	2	-1
CNC(=O)c1ccsc1NC(=O)c1ccc(S(=O)(=O)N2CCOCC2)cc1	4	-3	1	-2	0.96	-5	9	2	-1
O=C(O)c1cccc(NS(=O)(=O)c2ccc(Cl)c(C(=O)O)c2)c1	-2	-5	1.1	4	1	-2	19	3	-2
CCCCNC(=O)N(O)C1N(/N=C/c2ccccc2OC)C(=S)SC1(C)C (configuration not stated)	3	-4	1	-4	0.97	-6	31	5	-4
CCc1nnc(NC(=O)CSc2nnc3ncccn23)s1	-5	-16	1.2	-9	1.1	-10	11	-1	-2
Cc1cc[n+](CC(=O)c2ccc3c(c2)OCCO3)cc1	13	12	0.88	-3	0.87	-6	-11	0	1
CC1CC(C)CN(C(=O)C2CCCN(S(=O)(=O)c3cnc[nH]3)C2)C1 (configuration not stated)	-7	7	0.93	-9	1.1	-4	-1	1	1
COc1ccccc1OCCNC(=O)C1CCCCC1	-17	-5	1.1	-5	1.2	-11	-5	0	-1
Cc1ccc(CSc2nnc(NC(=O)C3=COCCO3)s2)cc1	2	0	1	-2	0.98	1	42	-2	-3
O=C(COC(=O)c1ccc(O)cc1O)Nc1ccc2c(c1)OCCO2	1	3	0.97	-3	0.99	-8	6	1	-5
Cc1nn(C)c(C(=O)NC(=S)Nc2ccccc2O)c1Cl	12	-46	1.5	-1	0.88	-4	29	2	-2
COc1ccc(S(=O)(=O)Nc2cc(C(=O)NCCC(C)C)ccc2N2CCOCC2)cc1	-4	-4	1	3	1	-3	8	0	-1

A portion of the library; rates above refer to the full screens.
